Hsp90 Hop PPI: qHTS Assay for Disrupters of an Hsp90 Co-Chaperone Interaction; 0.44% of 71,000 active; Potency, µM (top dose mostly 57 µM), for inactives: at the top dose activity change, negative = inhibition; AlphaScreen TPR2A-His6 binding biotin-Hsp90 C-terminal peptide; active = well fitted curve in either direction with a large enough effect; inconclusive = small, poorly fitted or top-dose-only effect, or another doubt; note: potency is the fitted concentration of half-maximal effect; % is set by controls: 0 for no effect and ±100 for the full control effect; many of its hits are not listed in these tables
A350 fluor: qHTS Assay for Spectroscopic Profiling in A350 Spectral Region | 11% of 59,000 active | AID 590, 2007 | Compound autofluorescence, 340/450 nm, Alexa 350 dye-equivalents; hits give high values | max dye-equivalent concentration, M; in the data active = max dye-equivalent concentration above about 10 nM; inconclusive = mostly about 1.1 nM to 9.6 nM
CRE Fsk mod: Cell signaling CRE-BLA (Fsk stim); CHO CRE-bla reporter (cAMP response element driving beta-lactamase), forskolin EC10, beta-lactamase ratio; Potency, µM (top dose mostly 38.2 µM), inactives show at the highest dose activity change, negative = inhibition, usual class: activators; 2.5% of 71,000 active; active = well fitted activation curve with a large enough effect in the signal ratio, with a control signal flat, not every such curve was filed as active; inconclusive = small, poorly fitted or top-dose-only effect, or effect the other way, or a change in a side signal; the % refers to the signal ratio; note: potency is the fitted concentration of half-maximal effect; % of control where 0% means no effect
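Modulation of forskolin-driven signalling is measured in CHO cells carrying a CRE-controlled beta-lactamase reporter. Cells are stimulated with EC10 NKH 477 in the presence of titrated compound for 3 h at 37 °C, then loaded with CCF4 for 2 h at room temperature.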
UbGFP stabilizer: Ubiquitin-GFP Assay; Potency, µM (titrated, usually from 45.9 µM), for inactives: at the highest dose activation (GFP accumulation), usual class: activators; 67,000 tested, under 10 active; Ubiquitin-GFP reporter cells, proteasome inhibition, GFP fluorescence; response scale: untreated = 0%, 10 µM MG-132 = 100%; active = well fitted activation curve with a large enough effect, not every such curve was filed as active; inconclusive = small, poorly fitted or top-dose-only effect, or another doubt; inactive = no such curve, though single readings can be large or run the other way; note: potency is the fitted concentration of half-maximal effect
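GFP accumulation read-out: laser plate cytometry counting ubiquitin(G76V)-GFP-expressing U2OS cells after 4 hr compound exposure at 37 °C. Titrations spanned 46 uM to 2.9 nM; 0% = basal, 100% = 10 uM MG-132; concentration-response curves fitted.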
Pol III holo inh: qHTS Assay for Inhibitors of DNA Polymerase III Holoenzyme System | 0.25% of 71,000 active | Potency, µM (series often up to 57.1 µM), without a hit: top-dose activity change, negative = inhibition | reconstituted DNA polymerase III holoenzyme replication, biochemical; note: potency is the fitted concentration of half-maximal effect; % is set by controls: 0 for no effect and ±100 for the full control effect
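Reconstituted *E. coli* holoenzyme (0.35 nM Pol III, 1 nM beta, 154 nM SSB, 2 nM primase) was preincubated with compound for 15 min at RT. Synthesis on 1.4 nM ssM13Gori ran 35 min, then was stopped with PicoGreen/EDTA and read as dsDNA fluorescence.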
4MU fluor: qHTS Assay for Spectroscopic Profiling in 4-MU Spectral Region. compound autofluorescence, 340/450 nm, 4-MU equivalents; hits give high values. max dye-equivalent concentration, M. 11% of 59,000 active. AID 589, 2007; in the data active = max dye-equivalent concentration above about 10 nM; inconclusive = mostly about 1.1 nM to 9.6 nM
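Intrinsic fluorescence at 340/450 nm (ex/em) was read after 15 min at room temperature in pH 8.0, 100 mM Tris. Each compound concentration expressed as 4-MU-equivalent concentration from a six-point 4-MU standard series on each plate.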
BRCT PPI red: qHTS Assay for Inhibitors of BRCT-Phosphoprotein Interaction (Red Fluorophore) | Breast cancer type 1 susceptibility protein (Homo sapiens), P38398 | BRCT-phosphopeptide binding, red fluorescence polarization | Potency, µM (top dose mostly 76.9 µM), for inactives: at the highest dose activity change, negative = inhibition, actives largely listed as inhibitors | 0.03% of 75,000 active; note: % is set by controls: 0 for no effect and ±100 for the full control effect
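Fluorescence polarization: 100 nM His-tagged BRCA1 BRCT with 100 nM TAMRA-labelled phospho-BACH1 decapeptide, phosphate buffer pH 7.3 with 150 mM NaCl, DTT, 0.01% Tween 20; 12 min RT. Binding inhibition seen as FP decrease.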
GFP derepression: qHTS Assay for Epigenetic Modulators. mouse C127i GFP locus derepression, cytometry, 30 h. Potency, µM (series often up to 46.1 µM), without a hit: top-dose GFP derepression (activation). 0.09% of 68,000 active. AID 597, 2007; note: % of control where 0% means no effect
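Locus derepression in mouse mammary C127i cells whose integrated CMV-GFP reporter is normally silent; GFP expression after 30 h compound treatment was quantified by counting fluorescent cells.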
BRCT inh green: qHTS Assay for Inhibitors of BRCT-Phosphoprotein Interaction (Green Fluorophore). Breast cancer type 1 susceptibility protein (Homo sapiens), P38398. BRCA1 BRCT-phosphopeptide binding, green fluorescence polarization. Potency, µM (titrated, usually from 76.9 µM), for inactives: top-dose activity change, negative = inhibition, most hits filed as inhibitors. 0.05% of 75,000 active;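 note: potency is the fitted concentration of half-maximal effect; plate controls were peptide without protein for full effect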
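Fluorescence polarization: His-tagged BRCT (~35 kDa BRCA1 C-terminus, 250 nM) bound to 100 nM fluorescein-labeled phosphorylated 10-aa BACH1 peptide, pH 7.3 phosphate buffer with DTT and Tween 20. Compounds incubated 12 min at room temperature; inhibition read as lowered polarization.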
ALOX15 inhib: qHTS Assay for Inhibitors of 15-hLO (15-human lipoxygenase). purified 15hLO-1, xylenol orange hydroperoxide absorbance. 1.4% of 74,000 active. AID 887, 2007. Polyunsaturated fatty acid lipoxygenase ALOX15 (Homo sapiens), P16050. Potency, µM (top dose mostly 57.1 µM), without a hit: top-dose activity change, negative = inhibition, usual class: inhibitors; note: potency is the fitted concentration of half-maximal effect; % is set by controls: 0 for no effect and ±100 for the full control effect; nearly all actives have a fitted effect of over 55% in size
Target sequence (P16050 whole entry, looked up): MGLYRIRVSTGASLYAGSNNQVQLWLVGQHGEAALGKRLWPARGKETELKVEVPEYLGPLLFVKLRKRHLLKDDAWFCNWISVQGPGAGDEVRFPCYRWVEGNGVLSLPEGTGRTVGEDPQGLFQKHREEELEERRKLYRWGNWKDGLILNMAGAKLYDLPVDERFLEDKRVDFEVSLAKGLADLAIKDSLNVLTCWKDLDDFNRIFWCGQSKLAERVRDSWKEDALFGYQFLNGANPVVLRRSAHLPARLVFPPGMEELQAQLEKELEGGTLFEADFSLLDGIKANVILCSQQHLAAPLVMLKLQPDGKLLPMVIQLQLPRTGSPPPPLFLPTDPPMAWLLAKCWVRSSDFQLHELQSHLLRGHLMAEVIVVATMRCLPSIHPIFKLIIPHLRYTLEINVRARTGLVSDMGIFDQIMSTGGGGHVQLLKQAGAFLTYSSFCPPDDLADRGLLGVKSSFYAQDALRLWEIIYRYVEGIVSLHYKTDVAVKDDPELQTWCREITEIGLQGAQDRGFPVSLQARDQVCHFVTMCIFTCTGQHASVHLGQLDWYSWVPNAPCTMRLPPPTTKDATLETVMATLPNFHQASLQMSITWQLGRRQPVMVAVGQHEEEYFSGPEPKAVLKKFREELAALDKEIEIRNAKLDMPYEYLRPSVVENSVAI
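Readout: Fe(III)-xylenol orange absorbance, 573-to-405 nm ratio as reaction progress. Enzyme 40 nM purified human 15hLO-1, substrate 50 uM arachidonic acid, 6 min RT after 15 min compound preincubation; Hepes pH 7.5 buffer with Triton X-100.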
HBB splice mod: qHTS Assay for Modulators of Hemoglobin Beta Chain Splicing; HBB splicing reporter cell assay, activation; EGFP reporter with mutant IVS2-654 intron; response scale: normalised to 500 nM splice-correcting PNA; Potency, µM (doses to about 46.1 µM), inactives show at the top dose activation, most hits filed as activators; 0.06% of 65,000 active; AID 925, 2007; note: potency is the fitted concentration of half-maximal effect; 0% is about no effect
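Compounds were applied for 2 days to HeLa EGFP-654 cells, 500/well in Optimem with 2% FCS. The reporter's EGFP is disrupted by mis-splicing of beta-globin intron IVS2-654. Readout: summed well GFP fluorescence from 488 nm laser scanning; reference was 500 nM antisense […] 654 PNA.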
* hit, by the source's call; i = inactive; ? = inconclusive; . = no result given; [ ] = another dose, or the depositor's remark. Unless noted, calls come from the whole dose curve; as a rule, active = well fitted curve in the direction sought with a large enough effect; inconclusive = small, poorly fitted or top-dose-only effect, or another doubt; inactive = no such curve, though single readings can be large; an effect the other way counts as inactive or inconclusive.

canonical_smiles	Hsp90 Hop PPI	A350 fluor	CRE Fsk mod	UbGFP stabilizer	Pol III holo inh	4MU fluor	BRCT PPI red	GFP derepression	BRCT inh green	ALOX15 inhib	HBB splice mod
CCn1c(C)cc2c(c1=O)C(c1ccccc1Br)C(C#N)=C(N)O2 (configuration not stated)	-4.2%	?	17.8%	-4.3%	-5.3%	?	-1.0%	2.1%	-0.6%	7.3%	-1.2%[57.5 µM]
Cc1ccc(NC(=O)Cn2c(=O)n(CCCCC(=O)NCc3ccco3)c(=O)c3ccccc32)cc1	-13.6%	i	14.8%	-3.7%	3.2%	i	1.0%	2.2%	0.8%	-10.3%	-4.7%
Cc1nn(-c2ccccc2)c2sc(C(=O)NC3CCCCC3)cc12	4.6%	i	?	-1.7%	-2.0%	i	-0.4%	0.0%	-1.2%	0.8%	-2.3%
N#Cc1c(NC(=O)CCCN2C(=O)c3ccccc3C2=O)oc(-c2ccccc2)c1-c1ccccc1	-2.3%	.	18.1%	-3.3%	-2.4%	.	0.8%	-1.8%	1.0%	-15.7%	0.5%
O=C1NCCN1C(=O)c1cccc(Cl)c1	-0.7%	i	1.5%	0.9%	-0.9%	i	-0.3%	1.8%	-1.4%	-4.5%	0.0%
CCOC(=O)N1CCC(Nc2ccc3nnc(-c4ccccc4)n3n2)CC1	-2.7%	.	?	3.1%	-7.9%	.	-1.7%	-2.3%	10.5%	-1.8%	0.3%
CCOC(=O)c1cnc2nc(NCc3ccc(OC)c(OC)c3)[nH]n2c1=O	-1.7%	i	8.2%	8.2%	-7.7%	i	0.7%	-2.7%	-0.5%	6.5%	1.5%
N#Cc1cccc(-c2nc(N3CCNCC3)c3ccccc3n2)c1	-1.8%	i	?	4.4%	-4.3%	i	-3.9%	-5.1%[9.22 µM]	1.7%	-0.9%	-0.4%
CCCCN(C(=O)NC(=O)Nc1ccccc1OC)S(C)(=O)=O	-3.9%	i	?	0.7%	-1.3%	i	0.9%	4.9%	-2.7%	-1.1%	-2.1%
Cc1ccc2[nH]c3c(=O)n(CCCN4CCOCC4)cnc3c2c1	1.5%	?	6.9%	5.7%	-2.6%	?	0.8%	-2.0%	2.2%	-4.4%	0.9%[1.84 µM]
CCOC(=O)Cn1c(=O)oc2cc(S(=O)(=O)NCCc3ccc(C)cc3)ccc21	6.8%	.	-10.6%	4.4%	-6.4%	.	0.2%	.	0.7%	-4.1%	0.0%
COCC(=O)NCCc1ccc(S(N)(=O)=O)cc1	-4.0%[11 µM]	.	?	-16.2%[9.17 µM]	-1.3%[11.4 µM]	.	-0.6%	1.5%	-2.4%	8.0%[11.4 µM]	2.5%[0.0738 µM]
O=C(CN1CCN(C(=O)N2CCCCC2)CC1)Nc1ccc(F)cc1	2.5%	i	-5.4%	2.5%	-20.7%	i	-0.3%	-1.6%	-3.1%	5.7%	-1.3%
O=C1CC2(CCCC2)CC(=O)N1CCNC[C@H]1COc2ccccc2O1	-2.0%	.	-15.7%	-3.9%	-5.4%	.	-0.4%	1.4%	-2.0%	-3.6%[25.6 µM]	.
O=C(O)C1C2C=CC(O2)C1C(=O)Nc1ccc2c(c1)OCCO2 (configuration not stated)	-7.0%	.	-0.2%	-4.6%	-2.3%	.	-0.6%	17.8%	0.2%	-0.8%	-0.1%
COc1ccccc1CN1CCCC2(CCN(C(=O)c3cc(C(F)(F)F)cc(C(F)(F)F)c3)CC2)C1	-0.8%	i	3.8%	3.5%	-12.1%	i	0.2%	-0.2%[9.22 µM]	-1.1%	-2.9%	-1.5%
O=C(c1cc(-c2ccco2)nn1-c1cccc(Cl)c1)N1CCCCC1	-15.9%	i	?	0.0%	-7.2%	i	0.4%	?	2.6%	7.94µM*	-6.2%
Cc1c(C(=O)NCc2ccc3c(c2)OCO3)oc2ccc(S(=O)(=O)N3CCC(C)CC3)cc12	-1.1%	i	?	5.6%	0.4%	i	-1.5%	0.0%	-1.2%	-9.6%	-1.0%
CCOC(=O)N1CCN(C(=O)C(CC)n2nc(C)c3sc4ccccc4c3c2=O)CC1 (configuration not stated)	0.9%	?	-1.8%	-2.9%	0.6%	?	-1.1%	0.0%	-1.1%	0.8%	0.1%
COc1ccc(C(=O)O)cc1S(=O)(=O)NCCCN1CCCC1=O	-1.4%	i	-6.2%	1.9%	-4.3%	i	0.0%	3.8%	-2.3%	10.4%	1.2%[57.5 µM]
CCCOc1ccccc1-c1nc(SCCC(=O)O)n[nH]1	-15.8%	i	?	-4.0%	-0.4%	i	0.4%	0.0%	0.3%	-13.1%	-1.5%
COCCNC(=O)C(c1ccc(C)o1)N(C(=O)c1snc(C(N)=O)c1N)c1cccc(C)c1 (configuration not stated)	-4.3%	1.44e-07M*	-1.4%	3.3%	1.2%	1.7e-07M*	0.7%	-1.7%	0.5%	-1.5%	.
CC(=O)c1ccc(OCC(O)CN2CCN(Cc3ccccc3)CC2)cc1 (configuration not stated)	-5.2%[2.3 µM]	.	1.4%	4.9%	-1.7%	.	0.1%	.	-1.1%	1.5%	1.0%
C=C(C)c1cccc(C(C)(C)NC(=O)NCCCn2ccnc2)c1	-3.4%	i	-3.6%	0.3%	6.8%	i	0.5%	-2.4%	1.1%	25.8%	-3.8%
c1ccc2c(c1)oc1c(Nc3ccc4c(c3)OCO4)ncnc12	-3.8%	?	?	20.0%	1.4%	2.46e-08M*	0.7%	2.0%	-0.3%	-9.8%	0.9%[1.84 µM]
COc1ccc(N2C(=O)C3CCCN3C2c2cc(OC)c(OC)c(OC)c2)cc1 (configuration not stated)	2.4%	.	16.1%	-5.9%	-1.5%	.	-0.6%	0.0%	-0.2%	4.9%	-0.3%
O=C(Nc1nccs1)c1ccc(Br)o1	-2.0%	?	-1.3%	-2.0%	-2.6%	?	-0.9%	-1.0%	-0.6%	-4.0%	-0.4%[57.5 µM]
COc1cccc(C2CC(c3ccccc3OC)n3nc(N)nc3N2)c1 (configuration not stated)	-6.2%	.	2.7%	0.0%	-4.1%	.	-0.6%	-2.3%	-1.7%	17.4%	-0.7%
C[N+](C)(C)CC=O	0.1%	i	1.5%	3.2%	-4.9%	i	0.6%	-1.3%	-1.9%	1.4%	2.7%
COc1ccc(-c2cc(C(F)F)nc(-n3nc(C)cc3C)n2)cc1	3.0%	1.12e-08M*	?	0.8%	-10.0%	?	-0.1%	-1.3%	-0.6%	12.4%	1.5%
O=C(CSc1nc2cc(Cl)ccc2o1)N1CCOCC1	-2.6%	i	-3.0%	-1.3%	1.2%	i	-1.3%	4.8%	1.2%	4.7%	-0.1%
CCOC(=O)C1CCN(C(=O)c2cc3c(-c4ccc(OC)c(OC)c4)nn(C)c3s2)CC1	-7.5%	.	2.51µM*	1.3%	1.5%	.	0.7%	-5.0%	-2.5%	-4.9%	-0.4%
Cc1ccc2c(c1)N(CCC(=O)NCCN1CCOCC1)C(=O)CO2	-0.9%	i	-10.4%	4.1%	-1.2%	i	0.1%	0.0%	0.0%	1.9%	0.9%
Cc1ccc(CN2C(=O)CCC2C(=O)NCCN2CCN(c3cccc(Cl)c3)CC2)cc1 (configuration not stated)	-3.2%	i	3.9%	-7.3%	8.7%	i	0.3%	0.0%	-0.6%	-1.3%	0.8%
COc1ccc(S(=O)(=O)Nc2ccc(Cl)cn2)c(C)c1C	-3.1%	?	?	-5.6%	1.0%	i	-0.1%	2.5%	1.4%	-10.1%	1.1%
Cc1ccc(P(=O)(O)c2ccc(C)cc2)cc1	-7.9%[11 µM]	.	?	-10.8%[9.17 µM]	6.3%[11.4 µM]	.	0.2%	0.1%	0.5%	-3.6%[11.4 µM]	-2.3%[0.0738 µM]
CCCNC(=O)c1cc(S(=O)(=O)N2CCc3ccccc32)ccc1F	-2.9%	i	-7.0%	-0.7%	0.3%	i	0.7%	2.0%	0.0%	6.5%	0.1%[1.84 µM]

Screening results from PubChem BioAssay.

Random draw from the library (roughly 12% active in at least one column).
